Compound activity: PubChem BioAssay, several laboratories
BoNT-A LC inh2 – BoNT/A light chain protease inhibitors, primary screen, biochemical, flow cytometry, MLPCN library; multiplex microsphere protease substrate cleavage; inhibition, % at 10 µM; 0.17% of 360,000 active; AID 588499, 2011; further: plate controls were buffer without enzyme for full effect and enzyme alone for no effect
FadD28 binding – inhibitors of FadD28 bisubstrate probe binding, primary screen, biochemical, fluorescence polarization, single point; Mycobacterium tuberculosis FadD28 fatty-acid-AMP ligase; inhibition, % at 12.5 µM; 0.22% of 360,000 active; in the data active means inhibition above about 8.5%, passing the limit was not always enough; inconclusive means no clear call, values can overlap the other calls
TcdB inh – TcdB glycohydrolase inhibitors, primary screen, biochemical, single point, plate reader. AID 652162, 2013. TcdB glycohydrolase enzymatic assay. 0.24% of 350,000 active. Toxin B (Clostridioides difficile), P18177. inhibition, % at 9.99 µM; in the data active means inhibition above about 10%
Target sequence (P18177 whole entry, looked up): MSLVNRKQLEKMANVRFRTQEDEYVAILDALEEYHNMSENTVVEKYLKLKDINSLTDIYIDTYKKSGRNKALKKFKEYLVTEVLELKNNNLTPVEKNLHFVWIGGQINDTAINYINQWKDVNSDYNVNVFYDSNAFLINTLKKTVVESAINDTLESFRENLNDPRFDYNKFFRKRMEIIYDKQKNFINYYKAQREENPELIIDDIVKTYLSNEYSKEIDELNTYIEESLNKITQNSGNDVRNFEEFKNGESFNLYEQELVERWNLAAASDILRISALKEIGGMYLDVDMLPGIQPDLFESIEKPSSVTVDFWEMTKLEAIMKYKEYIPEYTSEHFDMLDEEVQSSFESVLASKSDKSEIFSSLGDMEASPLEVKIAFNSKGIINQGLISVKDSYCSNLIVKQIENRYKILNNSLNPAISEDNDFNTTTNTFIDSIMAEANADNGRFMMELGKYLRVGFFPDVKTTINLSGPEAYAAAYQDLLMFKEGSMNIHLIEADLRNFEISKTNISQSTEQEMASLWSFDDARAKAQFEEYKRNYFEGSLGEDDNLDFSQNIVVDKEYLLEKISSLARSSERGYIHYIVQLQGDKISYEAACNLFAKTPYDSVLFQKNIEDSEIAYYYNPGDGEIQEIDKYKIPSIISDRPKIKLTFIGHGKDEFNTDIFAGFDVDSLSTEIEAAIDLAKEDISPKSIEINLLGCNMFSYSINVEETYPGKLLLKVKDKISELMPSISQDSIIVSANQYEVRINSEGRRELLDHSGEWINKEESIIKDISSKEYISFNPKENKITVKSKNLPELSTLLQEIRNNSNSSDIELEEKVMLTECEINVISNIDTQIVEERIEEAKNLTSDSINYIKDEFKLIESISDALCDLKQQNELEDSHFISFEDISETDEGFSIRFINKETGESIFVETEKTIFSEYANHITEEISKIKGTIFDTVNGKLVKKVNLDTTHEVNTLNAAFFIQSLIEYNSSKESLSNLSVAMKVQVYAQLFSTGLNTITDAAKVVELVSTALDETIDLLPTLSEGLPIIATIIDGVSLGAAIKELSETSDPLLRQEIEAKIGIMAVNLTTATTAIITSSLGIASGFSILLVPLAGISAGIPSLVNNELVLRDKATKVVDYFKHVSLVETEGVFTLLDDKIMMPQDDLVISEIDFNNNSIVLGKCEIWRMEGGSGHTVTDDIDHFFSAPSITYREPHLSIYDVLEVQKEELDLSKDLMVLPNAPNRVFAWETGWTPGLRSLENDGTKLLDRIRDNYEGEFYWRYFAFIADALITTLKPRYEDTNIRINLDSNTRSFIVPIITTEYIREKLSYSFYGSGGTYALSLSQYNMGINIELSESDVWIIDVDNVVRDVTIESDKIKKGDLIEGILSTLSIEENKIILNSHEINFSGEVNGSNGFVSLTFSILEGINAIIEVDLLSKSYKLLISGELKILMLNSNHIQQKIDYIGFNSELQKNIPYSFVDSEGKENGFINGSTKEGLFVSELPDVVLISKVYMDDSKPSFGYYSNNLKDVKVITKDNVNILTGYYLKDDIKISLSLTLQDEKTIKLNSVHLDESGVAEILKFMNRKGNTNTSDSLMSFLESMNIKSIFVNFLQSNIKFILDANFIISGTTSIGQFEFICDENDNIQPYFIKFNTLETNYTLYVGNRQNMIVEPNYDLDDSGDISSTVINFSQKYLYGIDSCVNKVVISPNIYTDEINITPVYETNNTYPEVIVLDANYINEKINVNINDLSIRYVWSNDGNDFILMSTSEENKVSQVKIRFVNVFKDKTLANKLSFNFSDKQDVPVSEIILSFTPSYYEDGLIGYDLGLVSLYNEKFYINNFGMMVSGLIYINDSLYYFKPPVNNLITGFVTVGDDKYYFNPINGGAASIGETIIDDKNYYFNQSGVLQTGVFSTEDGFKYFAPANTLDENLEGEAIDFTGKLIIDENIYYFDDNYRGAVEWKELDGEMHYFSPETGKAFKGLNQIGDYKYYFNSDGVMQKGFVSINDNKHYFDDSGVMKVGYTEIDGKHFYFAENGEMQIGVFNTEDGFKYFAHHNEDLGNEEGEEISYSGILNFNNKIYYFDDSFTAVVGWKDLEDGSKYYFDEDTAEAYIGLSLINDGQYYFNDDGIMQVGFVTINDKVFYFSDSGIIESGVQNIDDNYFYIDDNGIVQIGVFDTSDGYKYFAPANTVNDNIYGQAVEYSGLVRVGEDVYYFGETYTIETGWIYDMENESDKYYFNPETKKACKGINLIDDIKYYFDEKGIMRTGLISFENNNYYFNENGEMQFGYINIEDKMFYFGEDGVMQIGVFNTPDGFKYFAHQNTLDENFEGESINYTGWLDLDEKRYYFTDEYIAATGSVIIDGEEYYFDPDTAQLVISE
PrPC TRFRET – inhibitors of human cell surface prion protein PrPC, primary screen, cell-based, TR-FRET | Major prion protein (Homo sapiens), P04156 | TR-FRET read-out | inhibition, % at 13.8 µM | 0.43% of 370,000 active | AID 720596, 2013; in the data active means inhibition above about 24%; further: 0% = median of the test wells and 100% = reference compound wells
Anthrax LF inh2 – Bacillus anthracis LF protease inhibitors, primary screen, biochemical, multiplex microsphere, MLPCN library. Lethal factor (Bacillus anthracis), P15917. multiplex microsphere protease cleavage assay. inhibition, % at 10 µM. 0.12% of 360,000 active; further: plate controls were buffer without enzyme for full effect and enzyme alone for no effect
Y pestis TopoI – Yersinia pestis topoisomerase I inhibitors, primary screen, biochemical, cleavage product accumulation, plate reader, single point. Y. pestis Topo-I cleavage product accumulation. activity, % at 10 µM. 0.064% of 360,000 active. AID 504884, 2011; in the data active means activity above about 50%, passing the limit was not always enough; inconclusive means no clear call, values can overlap the other calls; further: inactives centre near 2
BoNT F protease – BoNT/F light chain protease inhibitors, primary screen, biochemical, flow cytometry, MLPCN library; Botulinum neurotoxin type F light chain protease (Clostridium botulinum); Multiplex microsphere protease cleavage assay; inhibition, % at 10 µM; 0.22% of 360,000 active; AID 588497, 2011; in the data active means inhibition above about 35%, passing the limit was not always enough; inconclusive means no clear call, values can overlap the other calls; further: plate controls were buffer without enzyme for full effect and enzyme alone for no effect
PfHsp40 yeast – rescue of yeast from PfHsp40 toxicity, primary screen, S. cerevisiae, ATP luminescence | S. cerevisiae expressing PfHsp40, growth rescue | 0.68% of 340,000 active | growth rescue, % at 12.5 µM | AID 504582, 2011; in the data active means growth rescue above about 28%, passing the limit was not always enough; inconclusive means no clear call, values can overlap the other calls;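 further: yeast W303a lacking pdr1 and pdr3 grown in galactose medium; growth measured after three days at 30 °C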
CCHFV vOTU inh – CCHFV vOTU protease inhibitors, primary screen, biochemical, Pep-AMC substrate, fluorescence; Crimean-Congo hemorrhagic fever virus L polyprotein viral ovarian tumor (vOTU) protease …; inhibition, % at 11.5 µM; 0.55% of 370,000 active; in the data active means inhibition above about 30%; further: 0% = vehicle wells with enzyme and 100% = no enzyme wells
* marks the source's active call; other numbers are inactive results; u = inconclusive; x = no result given. Unless noted, no stated cut-off is given here; in the data, active means inhibition above about 30%; inconclusive means no clear call, values can overlap the other calls; inactive means below that.

Compound,BoNT-A LC inh2,FadD28 binding,TcdB inh,PrPC TRFRET,Anthrax LF inh2,Y pestis TopoI,BoNT F protease,PfHsp40 yeast,CCHFV vOTU inh
O=C(NCCc1ccccc1)C1CCCN1C(=O)Nc1ccccc1 (stereo not drawn),0.6,1.4,0.4,-1,-4,-1,0,1.9,-15
CN(C(=O)C(C)(C)C)C1c2c(ccc3ccccc23)OCC1CO (stereo not drawn),1.2,x,0.9,3,-14,4,-12,3.1,0
CCOC(=O)c1c(NC(=O)COC(=O)Cn2c(C(F)(F)F)nc3ccccc32)sc(C)c1C,0.0,-2.8,x,-2,0,8,-10,1.0,5
COC(=O)Cc1nnc(SCC(=O)Nc2ccccc2)c2ccccc12,-0.2,0.3,1.7,11,-1,2,7,-0.5,5
O=S(=O)(Nc1cccnc1)c1ccccc1,0.1,-1.0,0.3,-4,-9,-2,-13,-0.4,9
O=C(NCc1cccc(Cl)c1)c1cccnc1,u,-2.3,-2.4,5,-2,2,-9,0.2,-6
CC(=O)c1ccc(Nc2ccc([N+](=O)[O-])c3nonc23)cc1,-3.2,0.4,-6.2,-38,4,-11,-7,-1.1,14
CCCc1cc(=O)n2[nH]c(-c3ccc(Br)cc3)cc2n1,0.2,0.1,x,2,-12,0,-3,-0.8,-5
Cc1ccc(C(=O)NCCSCc2ccccc2)cc1[N+](=O)[O-],0.3,0.0,x,6,1,7,-2,1.3,3
CCCCC[C@H](C)N1C[C@@H](COCc2ccccc2)Oc2cc(N3CCC[C@H]3COC)ccc2S1(=O)=O,0.1,x,1.0,5,-2,x,-3,x,5
Cc1cc(C(=O)CN2C(=O)NC3(CCCCC3)C2=O)c(C)n1Cc1ccc2c(c1)OCO2,0.0,-5.0,x,-2,-8,23,14,15,-7
COc1nc(Oc2ccc(/C=N/O)cc2)nc(N(C)C)n1,0.3,0.5,1.7,-3,0,9,6,0.7,-13
CCC(C)n1c(=S)[nH]c2ccccc2c1=O (stereo not drawn),-1.6,-3.6,1.4,12,-2,8,-14,2.4,-1
NNC(=O)c1ccc(-c2ccccc2F)cc1,-1.5,-1.6,-0.5,9,-2,-7,u,0.4,-5
Nc1cc2c(cc1Cl)-c1ccccc1C2=NO,0.1,1.4,6.2,-25,-5,-23,-4,23,2
CCOc1ccc(NC(=O)CS(=O)CC(=O)NC2CCCc3ccccc32)cc1 (stereo not drawn),1.5,1.1,x,-3,0,4,9,0.2,13
CCc1cccc(C)c1NC(=O)COC(=O)c1cc([N+](=O)[O-])ccc1N1CCOCC1,0.8,0.9,1.1,-8,1,-1,0,-0.1,2
CCC(=O)N1CCN=C1SCc1ccc(Cl)cc1,-0.2,-0.9,x,-1,-2,9,-8,-0.2,-1
Cc1nn(C)cc1C1C2=C(CC(C)(C)CC2=O)OC2=C1C(=O)CC(C)(C)C2,0.1,-3.3,x,-8,-2,-4,-4,0.7,-1
COCCN(C(=O)COC(=O)/C=C/c1ccc(C)o1)c1c(N)n(Cc2ccccc2)c(=O)[nH]c1=O,0.0,1.3,0.3,-2,9,-3,-1,-1.4,8
CCCCNc1c(-c2cccc(Sc3ccc(OC)cc3)c2)nc2ccccn12,-0.9,0.9,1.7,25*,-3,21,-8,310*,6
O=C(CSc1ccccc1F)NCCCN1CCCC1=O,0.1,-1.3,-4.4,6,2,-4,-1,0.2,1
O=C(CN1CCc2ccccc2C1)N1CCN(S(=O)(=O)c2ccccc2)CC1,0.8,-1.2,x,9,-12,-5,-2,1.5,-6
CCOc1ccccc1CNS(=O)(=O)c1cnc[nH]1,0.7,0.0,-3.1,8,-3,5,3,0.5,-10
CN1CCN(c2nc(-c3ccc(Cl)c(Cl)c3)nc3ccccc23)CC1,-2.1,-0.3,0.9,x,-8,-6,-10,0.5,x
Cc1cnc(NC(=O)C(C)N2CCN(C)CC2)s1 (stereo not drawn),0.0,-0.7,0.9,-2,-5,-1,3,-0.9,-7
O=C(Cc1cccc2ccccc12)Nc1ccc(OC(F)F)c(Cl)c1,1.3,-5.1,0.9,0,-1,-4,-2,15,12
CC1=CC=CN2CC(O)CN=C12 (stereo not drawn),0.7,-1.0,x,7,-7,-9,6,-0.8,-3
COc1ccc2[nH]c3nc(SCC(=O)Nc4ccc5c(c4)OCO5)nnc3c2c1,-0.4,-4.0,x,0,-1,-6,-17,0.7,6
O=C(NN1C(=O)/C(=C/C=C/c2ccccc2)SC1=S)c1ccncc1,4.3,-1.9,2.5,-3,3,-1,-1,0.5,-7

Continued; it opens with the 3 that closed the last part.
Compound,BoNT-A LC inh2,FadD28 binding,TcdB inh,PrPC TRFRET,Anthrax LF inh2,Y pestis TopoI,BoNT F protease,PfHsp40 yeast,CCHFV vOTU inh
CC1=CC=CN2CC(O)CN=C12 (stereo not drawn),0.7,-1.0,x,7,-7,-9,6,-0.8,-3
COc1ccc2[nH]c3nc(SCC(=O)Nc4ccc5c(c4)OCO5)nnc3c2c1,-0.4,-4.0,x,0,-1,-6,-17,0.7,6
O=C(NN1C(=O)/C(=C/C=C/c2ccccc2)SC1=S)c1ccncc1,4.3,-1.9,2.5,-3,3,-1,-1,0.5,-7
O=C(COC(=O)c1cccc(S(=O)(=O)N2CCc3ccccc32)c1)Nc1ccc(Cl)cn1,-0.8,-1.8,0.0,-3,-2,-6,0,1.1,8
CCCN1CCN(S(=O)(=O)c2ccc3c(c2)NC(=O)C(C)C(=O)N3)CC1 (stereo not drawn),-0.2,2.1,0.4,-9,-6,-5,-1,-0.4,-7
CSc1cccc(NC(=O)C2CCCN(S(C)(=O)=O)C2)c1 (stereo not drawn),-0.2,-0.6,0.2,12,0,1,-4,x,-5
O=C(Nc1cccnc1)C1CCCN1S(=O)(=O)c1ccc(Cl)c(Cl)c1 (stereo not drawn),0.9,1.3,1.1,-4,-4,6,-7,0.6,0
Cc1c(C(=O)N2CCOCC2)sc(NC(=O)c2ccc3c(c2)OCO3)c1C#N,1.9,-1.3,x,-4,2,-2,9,-0.4,4
O=C(CCC(=O)OCc1cccc(C(=O)Oc2ccccc2)c1)Nc1cccc2ccccc12,-1.0,-2.9,x,-5,-3,1,-12,0.8,-7
O=C1C=CC(=O)N1c1ccc(-c2nc3ccccc3o2)cc1,0.1,-3.7,x,x,-3,13,3,x,x
CC(C)(C)n1nnnc1C(CCc1ccccc1)N1CCC(n2c(=O)[nH]c3ccccc32)CC1 (stereo not drawn),0.7,-2.4,0.5,3,1,x,5,x,11
COc1ccc(NC(=O)CCNC(=O)c2ccccc2)cc1S(N)(=O)=O,-0.1,0.0,-0.1,-1,5,6,0,0.4,-6
Cc1ccc(C2CC(c3ccccc3OC(F)F)Nc3ncnn32)cc1 (stereo not drawn),-0.6,-0.3,x,3,-8,16,-5,1.5,-1
Cc1ccc(-c2cnn(-c3cccc(C(F)(F)F)c3)c2N)cc1,0.1,-4.0,x,4,-11,8,-3,4.4,3
O=C(Nc1ccccc1N1CCCCC1)c1cc(S(=O)(=O)N2CCOCC2)ccc1F,0.1,-1.2,0.2,0,-5,38,10,10,18
Cc1scc(C(=O)N/N=C/c2ccc([N+](=O)[O-])o2)c1C,4.1,-2.2,0.9,-31,-1,4,6,-1.7,22
COC(=O)c1ccc(NC(=O)CSc2nnc(C)n2CC2CCCO2)cc1 (stereo not drawn),-4.2,-1.0,0.8,1,-11,6,-19,0.6,-14
Cc1cc(C(=O)Nc2cnn(Cc3ccc(Cl)cc3Cl)c2)no1,1.0,0.5,x,10,-5,-5,6,0.2,-4
CCCCOc1ccc(C(=O)NCC(=O)NCC(c2ccc(OC)cc2)N2CCCC2)cc1 (stereo not drawn),x,-3.3,1.5,-5,x,-5,x,-0.6,-9
COc1ccc(NC(=O)CCS(=O)(=O)c2ccccc2)c(OC)c1,0.7,0.2,x,5,0,4,1,0.3,-14
O=C(CSc1nncs1)NC(=O)Nc1ccc2c(c1)OCCO2,0.3,-1.1,0.6,8,-5,4,-3,0.4,-3
CC1(Cc2ccccc2C#N)C(=O)Nc2ccc(OC(F)(F)F)cc21 (stereo not drawn),-0.3,-2.2,0.5,-2,-10,4,0,x,20
CC(C)C[C@@H](CN1CCCC1CN1C(=S)NC[C@@H]1Cc1ccccc1)N1C[C@H](Cc2ccc(O)cc2)N(CC2CCCCC2)C1=S (stereo partly drawn),-0.6,x,0.6,-4,-8,x,-10,x,19
CCOC(=O)c1ccc(NC(=O)Cc2cccs2)cc1,u,-1.8,-1.6,10,14,2,u,-1.2,2
COc1ccc(NC(=O)CCN2CCN(S(=O)(=O)c3ccc(F)cc3)CC2)cc1,0.2,-5.3,1.0,2,0,4,-3,-0.2,6
Cc1ccc(C(OCC(O)CNCc2ccc(F)cc2)c2ccccc2)cc1 (stereo not drawn),0.1,-3.0,0.6,7,-14,9,-41,-0.1,23
S=c1[nH]cnc2sc(-c3ccccc3)cc12,0.7,-0.7,-0.4,0,1,-2,-2,0.2,5
CCOc1cc2[nH]c(=O)n(CCCC(=O)NCc3ccco3)c(=O)c2cc1OCC,0.4,-2.1,x,1,-1,-6,-15,1.1,-7
O=C(Cn1c2c(c(=O)n3ncnc13)CCC2)N/N=C/c1ccc(Cl)cc1,-0.6,-1.6,0.2,10,-6,3,2,-0.9,-14
CCNC(=O)N1CCC(c2nc3ccccc3s2)CC1,2.4,-2.0,0.5,-2,-9,2,26,-1.1,-11
Cc1ccc2nc(N3CC(=O)Nc4ccccc43)nc(-c3ccccc3)c2c1,2.2,0.4,x,1,0,26,0,-0.1,-7
COc1ccc(C(=O)N2CCN(c3nc4cc(C)cc(C)c4cc3C#N)CC2)cc1,2.4,-5.1,0.6,-9,0,20,-2,x,-8
COc1ccc(CCNc2ccc(C(CC(N)=O)NC(=O)c3ccc(Br)cc3)cc2[N+](=O)[O-])cc1 (stereo not drawn),-0.1,3.3,0.8,-6,4,15,1,-1.1,2
O=c1c2ccccc2oc2nc(-c3ccco3)n(Cc3ccccc3)c(=O)c12,2.6,-0.1,x,3,-2,2,-10,-1.1,-2
CC1(C)CC(n2[nH]c(=O)c3c2NC(=O)CSC3c2ccccc2)CCO1 (stereo not drawn),1.0,-3.7,x,5,4,-8,15,0.5,18
COc1ccc(-c2noc(CN3CCCCC3)n2)cc1OC,2.3,-0.3,x,-3,-2,-3,4,0.4,-11
Cc1cc(O)ccc1NC(=O)CCN1C(=O)c2ccc([N+](=O)[O-])cc2C1=O,-0.7,-0.4,x,-14,0,1,-7,-0.3,8
Cc1c(C(=O)N(Cc2cccc(Br)c2)C2CCS(=O)(=O)C2)oc2ccccc12 (stereo not drawn),-0.2,-3.3,1.0,-8,2,17,2,4.3,18
CCCCN(CCCC)C(=O)C1(P(=O)(c2ccccc2)c2ccccc2)CCC1,0.2,-12,1.6,-4,3,55*,-12,-0.3,9
CC(Oc1cccc(Cl)c1)C(=O)N(C)CC(=O)Nc1ccc(N2CCOCC2)cc1 (stereo not drawn),x,-0.5,-1.9,3,x,3,x,1.4,-12
CCn1cnc2c1c(=O)n(CC(=O)Nc1ccc(C(N)=O)cc1)c(=O)n2Cc1ccccc1,0.6,-4.5,2.6,-5,-5,-12,2,-0.6,9
